Screens deposited in PubChem BioAssay by several laboratories.
COUP-TFII inh: blocks human COUP-TFII nuclear receptor | P24468 | HEK293T NGFI-A luciferase reporter, luminescence | inhibition, % at 8.6 µM | 0.7% of 370,000 active;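 active means inhibition above a per-plate cutoff, mean inhibition of test wells between control levels plus 3 SD, cut at about 38% in these data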;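 further: cells cotransfected with COUP-TFII expression vector driving the NGFI-A reporter; 0% = median of COUP-TF2 test wells and 100% = reporter-only cells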
Target sequence (P24468 whole entry, looked up): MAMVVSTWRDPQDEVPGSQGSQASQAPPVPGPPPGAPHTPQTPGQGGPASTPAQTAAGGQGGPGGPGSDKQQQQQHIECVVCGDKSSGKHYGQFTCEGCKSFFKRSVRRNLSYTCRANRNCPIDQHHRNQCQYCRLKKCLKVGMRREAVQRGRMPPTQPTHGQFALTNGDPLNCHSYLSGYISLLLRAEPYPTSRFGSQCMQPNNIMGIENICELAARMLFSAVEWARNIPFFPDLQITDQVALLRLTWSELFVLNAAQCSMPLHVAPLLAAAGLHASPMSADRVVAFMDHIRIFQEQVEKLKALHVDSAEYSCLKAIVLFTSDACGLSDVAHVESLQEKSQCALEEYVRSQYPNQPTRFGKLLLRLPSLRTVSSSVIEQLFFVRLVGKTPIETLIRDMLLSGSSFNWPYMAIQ
EBV LMP1 NFkB: reduces LMP1-driven NF-kappaB luciferase signal; 0.69% of 350,000 active; LMP1-induced NF-kappaB luciferase reporter cells, luminescence; AID 504558; inhibition, % at 12.5 µM; in the data active means inhibition above about 41%;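 further: 0% = neutral control wells and 100% = reference inhibitor control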
C8 TRAIL sens: sensitizes caspase-8 expressing cells to TRAIL; NB7+C8 cells + TRAIL, ATPlite viability luminescence; inhibition (viability loss, TRAIL sensitization), % at 10 µM; 1% of 360,000 active; AID 624354;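 active means compounds causing at least 50% loss of cell viability in the single-dose screen, relative to plate controls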
TWEAK-Fn14 inh: inhibitors of TWEAK-Fn14 interaction signaling; TWEAK-stimulated Fn14 reporter cells, luciferase luminescence, 8 h; AID 1159606; 2% of 360,000 active; inhibition, % at 10 µM; in the data active means inhibition above about 50%
KKLEB cytotox: CF airway cell cytotoxicity counter-screen. KKLEB CF airway cells viability, ATPlite luminescence, overnight; hits give low values; cells stimulated with P. aeruginosa culture filtrate. activity change (cytotoxicity), % at 5 µM. 0.36% of 360,000 active;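 active means corrected activity change at or below -50% at 5 µM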
SRC1 inh: inhibitors of human steroid receptor coactivator 1 (SRC1); Q15788; HEK293 GAL4-SRC1 luciferase reporter, luminescence; inhibition, % at 3.6 µM; 0.12% of 360,000 active; AID 588354;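 active means inhibition above the campaign mean plus 3 SD, with each screening campaign given its own cutoff, cut at about 60% in these data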;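 further: 0% = DMSO treated cells and 100% = gossypol at 36 µM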
LRH-1 inv ag: suppresses constitutive activity of human LRH-1. 0.13% of 360,000 active. HEK293T StAR-luciferase reporter, LRH-1 transfected, 24 h. inhibition, % at 3.6 µM;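 active means inhibition above the mean inhibition of all tested compounds plus 3 SD, cut at about 73% in these data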;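 further: 0% = DMSO wells and 100% = reporter-only cells lacking LRH-1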
Target sequence (O00482 whole entry, looked up): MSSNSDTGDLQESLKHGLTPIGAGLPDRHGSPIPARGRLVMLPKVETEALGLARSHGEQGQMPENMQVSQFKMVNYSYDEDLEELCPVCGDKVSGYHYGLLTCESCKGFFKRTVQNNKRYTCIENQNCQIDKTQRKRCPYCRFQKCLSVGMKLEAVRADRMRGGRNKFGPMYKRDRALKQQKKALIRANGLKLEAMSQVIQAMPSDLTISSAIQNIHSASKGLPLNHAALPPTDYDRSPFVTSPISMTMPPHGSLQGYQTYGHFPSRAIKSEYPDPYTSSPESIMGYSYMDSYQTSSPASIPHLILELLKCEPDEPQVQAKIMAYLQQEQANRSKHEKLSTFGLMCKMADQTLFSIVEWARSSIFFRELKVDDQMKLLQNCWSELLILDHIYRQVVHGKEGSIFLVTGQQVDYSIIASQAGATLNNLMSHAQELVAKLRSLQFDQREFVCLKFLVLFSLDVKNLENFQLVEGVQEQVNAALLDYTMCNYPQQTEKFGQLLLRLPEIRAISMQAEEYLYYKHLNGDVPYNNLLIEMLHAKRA
NCOA2 inhibitor: inhibits human steroid receptor coactivator 2; HEK293 GAL4-SRC2 luciferase reporter, luminescence; 0.17% of 370,000 active; Q15596; inhibition, % at 9 µM;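 active means inhibition above the mean inhibition of all tested compounds plus 3 SD, set per campaign, cut at about 52% in these data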;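 further: 0% = DMSO treated cells and 100% = cells given Gossypol at 36 µM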
SRC3 inh: inhibitors of human steroid receptor coactivator 3 (SRC3) | 0.17% of 360,000 active | HEK293 GAL4-SRC3 luciferase reporter, luminescence | inhibition, % at 3.6 µM | AID 588352;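 active means inhibition above a per-campaign cutoff, the mean of all compounds plus 3 SD, cut at about 60% in these data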;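 further: 0% = DMSO-treated cells and 100% = gossypol-treated cells at 36 µM; higher means less SRC3-driven luciferase light from the GAL4 reporter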
TROY NFkB inh: TROY signaling inhibition; Q293 LMP1-TROYcd NF-kB luciferase reporter, 4 h; inhibition, % at 10 µM; 0.98% of 360,000 active; AID 1347056;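 active means compounds whose plate-normalised and pattern-corrected inhibition of the luciferase reporter signal at the single screening dose is 50% or more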
CF NFkB inh: cystic fibrosis NF-kB activation inhibition; KKLEB NF-kB-GFP reporter, PAF-induced, GFP fluorescence overnight; inhibition, % at 5 µM; 0.86% of 360,000 active; AID 588850;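 active means at least 50% inhibition at 5 µM, scaled per plate between neutral and stimulator controls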;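 further: PAF is a Pseudomonas aeruginosa culture filtrate used as stimulus; plate controls were PAF-stimulated DMSO wells for no effect and unstimulated DMSO wells for full effect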
* hit, by the source's call; / = not tested or not shown. An unsorted share of the library; overall some 4.2% were active at least once.

SMILES	COUP-TFII inh	EBV LMP1 NFkB	C8 TRAIL sens	TWEAK-Fn14 inh	KKLEB cytotox	SRC1 inh	LRH-1 inv ag	NCOA2 inhibitor	SRC3 inh	TROY NFkB inh	CF NFkB inh
COc1cccc(-c2nc(CS(=O)(=O)CC(=O)Nc3ccccc3Cl)c(C)o2)c1	11	3	3	9	-1	-18	3	-9	2	2	15
CS(=O)(=O)N1CCC(C(=O)NCc2ccc3c(c2)OCO3)CC1	2	6	-9	5	9	8	9	3	24	6	-1
Cn1c(N)c(C(=O)NCc2ccccc2Cl)sc1=S	7	-13	-7	7	-3	2	12	-20	15	-1	-9
CC(C)C[C@H]1CN(CCCC[C@H]2CNC(=O)C(=O)N2CCC2CCCCC2)C(=O)C(=O)N1CC1CCCCC1	11	/	18	2	/	/	-7	22	/	4	/
O=C(NCc1cccs1)c1csc([C@@H]2O[C@H](CO)[C@H](O)[C@H](O)[C@H]2O)n1	3	/	1	9	7	14	12	-11	-15	-4	-11
CCn1cc(/C=C/c2cc[n+](C)cc2)c2ccccc21	42*	24	9	7	-5	38	42	-31	33	11	-67
O=C(NC(NCC1CCCO1)C(Cl)(Cl)Cl)c1cccc2ccccc12 (centres undefined)	13	0	3	0	0	-2	4	-10	4	-19	-13
CCOC(=O)[C@]12CCC=C1N(CCC1=CCCCC1)C(=O)[C@H](CC(=O)NCCCCc1ccccc1)C2	13	/	-2	6	/	/	11	23	/	-4	/
CN(C)c1ccc(NC(=O)COC(=O)CNC(=O)c2cccs2)cc1	-4	0	11	-20	-10	-8	4	-5	-40	-2	15
COc1ccc(N2CC(C(=O)OCC(=O)Nc3ccccc3C)CC2=O)cc1 (centres undefined)	20	-5	-5	6	10	11	-20	12	2	12	0
O=C(O)C1CC=CCC1C(=O)NC1CCCCC1 (centres undefined)	-10	-17	-3	-1	2	3	-2	4	1	13	-4
Cc1ccccc1CNC(=O)C(=O)Nc1nccs1	10	-7	-1	2	-5	1	15	3	15	-3	16
CCN(CC)S(=O)(=O)c1cc(F)ccc1OC	-3	-1	-10	-19	8	8	-7	-12	5	4	-2
CCN1C(=O)c2ccccc2S(=O)(=O)c2ccc(C(=O)NCC(OC)OC)cc21	7	-4	-13	16	7	11	-13	-13	-1	0	3
COc1ccc(C(=O)CSc2nnc(C3CC3)n2N)cc1	-19	0	-22	-20	-16	-2	22	-5	11	-2	5
Cc1cn2nc(N)c3ccccc3c2n1	0	0	17	4	-1	10	-4	7	1	9	3
Cc1cccc(NC(=O)COC(=O)CCc2c[nH]c3ccccc23)c1C	13	1	-2	-18	8	5	10	-21	8	-13	11
C=CCNC(=O)CN1CCN(Cc2ccc3c(c2)OCO3)CC1	-17	13	14	-13	2	4	10	7	-8	1	-2
C=CCn1c(SCC(=O)Nc2cc(NC(C)=O)ccc2OC)nnc1-c1cccnc1	1	-2	-2	-7	4	-3	10	-7	4	-7	-12
CCC(C(=O)OCC(=O)NCc1ccc2c(c1)OCO2)c1ccccc1 (centres undefined)	-8	-15	-7	1	5	1	0	-2	-2	-12	2

One compound at a time, as listed above. Screens in order: COUP-TFII inh, EBV LMP1 NFkB, C8 TRAIL sens, TWEAK-Fn14 inh, KKLEB cytotox, SRC1 inh, LRH-1 inv ag, NCOA2 inhibitor, SRC3 inh, TROY NFkB inh, CF NFkB inh
Profile of `CN(C)c1ccc(NC(=O)COC(=O)CNC(=O)c2cccs2)cc1` : -4, 0, 11, -20, -10, -8, 4, -5, -40, -2, 15
Profile of `CCC(C(=O)OCC(=O)NCc1ccc2c(c1)OCO2)c1ccccc1` (centres undefined) : -8, -15, -7, 1, 5, 1, 0, -2, -2, -12, 2

New compounds follow
SMILES	COUP-TFII inh	EBV LMP1 NFkB	C8 TRAIL sens	TWEAK-Fn14 inh	KKLEB cytotox	SRC1 inh	LRH-1 inv ag	NCOA2 inhibitor	SRC3 inh	TROY NFkB inh	CF NFkB inh
Cc1ccc(-n2c(=O)c3sccc3n(CC(=O)NC3CCCC3)c2=O)cc1	5	-3	-10	-8	8	-4	13	-6	-9	-7	-6
CC(=O)c1ccc(Nc2cc(C)nc3ncnn23)cc1	0	5	-5	-12	8	-9	-7	9	-2	6	-20
O=C(O)CC(SCC(=O)Nc1ccccc1)C(=O)O (centres undefined)	-4	3	5	10	2	3	-1	14	2	1	-6
CN1CCN(C2=C(Cl)C(=O)N(c3ccc(Cl)c(Cl)c3)C2=O)CC1	/	5	-19	7	4	-8	42	/	10	4	-17
CCOc1ccc(CNC(=O)C(C)n2nc(C)c3c(C)n(-c4ccccc4)nc3c2=O)cc1 (centres undefined)	4	4	8	5	-6	2	2	-3	5	-1	8
COc1cccc(-c2csc(N3CCN(C(=S)Nc4cccc(C)c4)CC3)n2)c1	-3	5	3	15	-10	-15	2	16	-5	-30	4
Cc1nc(-c2cc(C#N)c(=O)[nH]c2C)cs1	12	-7	0	4	10	-5	9	-5	13	-19	5
N#CCSc1nc2ccccc2c(=O)n1CCC(=O)NC1CCCCC1	14	0	-1	2	6	4	9	-12	9	-40	-2
N#CCCN1CCN(Cn2c3ccccc3c3ccccc32)CC1	4	0	-5	-4	-4	-12	5	-8	18	5	-16
O=C(NCc1ccco1)c1nc2nc(-c3cccs3)cc(C(F)(F)F)n2n1	-11	-12	-1	10	1	-14	15	19	13	-5	-9
Cc1ccc(S(=O)(=O)N2CCCCC2)cc1NC(=O)CSc1ncnc2ccccc12	20	-4	6	34	-8	-4	7	25	30	-5	33
COc1ccccc1-c1n[nH]c(=S)o1	1	-8	11	6	-3	11	9	-5	13	-15	7
NS(=O)(=O)c1ccc(CNC(=O)c2ccc(NS(=O)(=O)c3cccs3)cc2)cc1	6	0	12	0	-6	-1	32	-2	3	0	14
Cc1ccc2cc(CCNC(=O)c3ccc(C)c([N+](=O)[O-])c3)c(=O)[nH]c2c1	-13	-2	1	4	-16	-4	0	-10	13	20	17
Cc1ccc(-c2nnc(-c3cccs3)o2)cc1	-29	-20	35	34	9	-128	-153	-55	-84	-9	-22
COc1ccccc1C(=O)NC(=O)COC(=O)c1cccc(OC(F)F)c1	-23	-7	3	0	9	-15	2	5	11	6	9
O=C(O)C1CCN(C(=O)COc2ccc(Br)cc2)CC1	-16	-9	-2	7	6	-19	4	0	0	10	7
O=c1[nH]n(-c2ccc(Cl)cc2)c(=O)c(Cl)c1Cl	-16	-2	0	-2	-4	-13	4	-11	-16	2	0
CCc1nc2nc(C)c(NS(=O)(=O)c3ccc(Cl)cc3)c(=O)n2[nH]1	2	0	-6	-1	5	-3	-4	-12	-13	-7	-3
O=C(NCCN1CCOCC1)C1(C(F)(F)F)C/C(=C\Cc2ccccc2)CCCO1 (centres undefined)	-12	3	3	9	-2	11	-1	3	-11	-8	-15

Molecules from the list above that have fluorine, in the order listed:
SMILES	COUP-TFII inh	EBV LMP1 NFkB	C8 TRAIL sens	TWEAK-Fn14 inh	KKLEB cytotox	SRC1 inh	LRH-1 inv ag	NCOA2 inhibitor	SRC3 inh	TROY NFkB inh	CF NFkB inh
CCN(CC)S(=O)(=O)c1cc(F)ccc1OC	-3	-1	-10	-19	8	8	-7	-12	5	4	-2
O=C(NCc1ccco1)c1nc2nc(-c3cccs3)cc(C(F)(F)F)n2n1	-11	-12	-1	10	1	-14	15	19	13	-5	-9
COc1ccccc1C(=O)NC(=O)COC(=O)c1cccc(OC(F)F)c1	-23	-7	3	0	9	-15	2	5	11	6	9
O=C(NCCN1CCOCC1)C1(C(F)(F)F)C/C(=C\Cc2ccccc2)CCCO1 (centres undefined)	-12	3	3	9	-2	11	-1	3	-11	-8	-15

Further records follow.
SMILES	COUP-TFII inh	EBV LMP1 NFkB	C8 TRAIL sens	TWEAK-Fn14 inh	KKLEB cytotox	SRC1 inh	LRH-1 inv ag	NCOA2 inhibitor	SRC3 inh	TROY NFkB inh	CF NFkB inh
COc1cccc(-n2c(SCC#N)nnc2-c2cnccn2)c1	5	-12	9	-8	-1	-12	-10	-3	-32	9	-4
C=CCOc1ccc(C2/C(=C(/O)c3ccc4c(c3)CC(C)O4)C(=O)C(=O)N2CCCN2CCOCC2)cc1 (centres undefined)	-19	6	-6	-4	8	-26	-9	-5	-8	8	-3
Cc1cc(Br)ccc1NC(=O)C1CCN(S(=O)(=O)c2cnc[nH]2)CC1	-17	-7	-2	16	1	-17	-12	-24	2	-14	8
CN(Cc1ccccc1)C(=O)CCCn1c(=O)c2cccn2c2cccnc21	7	18	-15	-7	-13	-6	2	-6	-14	10	16
S=c1nc(NCCc2ccccc2Cl)c2ccccc2[nH]1	-9	/	14	-17	-6	-42	-14	-17	-83	6	2
COc1cc(-c2ccccc2)nc(N)n1	/	-19	-6	3	-6	-63	-82	/	-23	-44	-4
CCOC(=O)c1cc(=O)c2ccc(OCc3ccccc3)cc2o1	-8	-4	-1	-14	-5	-20	8	-1	14	9	1
CCC(=O)N1c2ccc(S(=O)(=O)N3CCCC3)cc2CC1C (centres undefined)	-11	3	-18	3	8	-8	4	8	18	-13	8
CCN(C(=O)COC(=O)c1cc(=O)c2ccccc2o1)c1c(N)n(Cc2ccccc2)c(=O)[nH]c1=O	8	5	1	-9	8	-16	-2	-7	-8	-31	1
COC(=O)c1cc2occc2n1Cc1ccc(Cl)cc1	2	-2	4	11	6	10	18	-6	0	-21	-4
CC(C)Cc1nc2oc3c(Cl)ncnc3c2c2c1CCCC2	-8	11	67*	9	-2	2	-13	-2	-5	73*	22
CC(C)C(NC(=O)C(NC(=O)C1O[C@@H]2OC(C)(C)O[C@@H]2[C@H]2OC(C)(C)O[C@@H]12)C(C)C)C(=O)O (some centres undefined)	7	0	-3	5	8	10	4	10	12	0	-1
Cc1c(NC(=O)CSc2nnc(COc3ccccc3)n2-c2ccccc2)c(=O)n(-c2ccccc2)n1C	4	-10	-10	26	4	-11	-3	4	15	-19	-2
COc1cc2cc(C(C)(C)O)oc(=O)c2cc1OC	-6	7	-13	-14	-27	-5	-18	3	5	3	21
